Screening results (PubChem BioAssay)
Xi reactivation: activators of X-chromosome reactivation in mouse fibroblasts; XiGFP mouse fibroblasts, % GFP-positive cells imaging, 3 d; cells co-treated with 5-aza-dC sensitizer; scaled so ellipticine positive control = 100%; activation, % at 7.58 µM; actives 0.055% (n = 360,000);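 active means mean normalized replicate activation at least 10% and every replicate at or above 10%; inconclusive means only one of the two criteria met; inactive means mean below 10% and not all replicates reach 10%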;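 further: 0% = median of on-plate neutral control wells and 100% = ellipticine 6 µM median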
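Assay system: SV40-immortalized XiGFP fibroblast cells, line 68-5-11; buffer or medium: DMEM plus 5-aza-dC sensitizer; compound: one concentration, pinned; timing: compounds 3 days, fix/stain 15 min at room temperature; benchmarks: positive control ellipticine, 6 µM final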
PAX8 inh HTS: inhibitors of PAX8 transcriptional activity in RMG-I cells | actives 1.2% (n = 360,000) | inhibition, % at 12.6 µM | RMG-I TPO-luciferase reporter, SteadyGlo, 24 h;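 active means mean replicate inhibition at least 60% with every replicate also reaching 60%; inconclusive means only one of the two criteria is met; inactive means mean below 60% and not all replicates reaching 60%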;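 further: luciferase light reporting Pax8 driven TPO promoter activity; plate controls were median of neutral control wells for no effect and mitoxantrone controls for full effect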
EWS-Fli block: inhibitors of EWS/Fli oncoprotein transcriptional activity; A673 NR0B1-luciferase reporter, viability-normalised; inhibition, % at 12.6 µM; actives 0.67% (n = 350,000); AID 651661;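 active means mean inhibition of at least 50% after viability correction, with every replicate also passing that limit; inconclusive means mean reaches 50% but only one of two replicates passes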;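 further: firefly luciferase signal divided by Alamar Blue viability fluorescence both relative to DMSO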
ERp5 block: ERp5 (human) disulfide isomerase inhibition; Q15084; ERp5 insulin aggregation, absorbance 650 nm, 90 min; inhibition, % at 9.99 µM; actives 0.05% (n = 350,000); AID 651711;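 active means mean replicate inhibition above about 25%, with every replicate also reaching it, limit read from the data, passing the limit was not always enough; inconclusive means only one of those two criteria met; inactive means neither criterion met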
Target sequence (Q15084 whole entry, looked up): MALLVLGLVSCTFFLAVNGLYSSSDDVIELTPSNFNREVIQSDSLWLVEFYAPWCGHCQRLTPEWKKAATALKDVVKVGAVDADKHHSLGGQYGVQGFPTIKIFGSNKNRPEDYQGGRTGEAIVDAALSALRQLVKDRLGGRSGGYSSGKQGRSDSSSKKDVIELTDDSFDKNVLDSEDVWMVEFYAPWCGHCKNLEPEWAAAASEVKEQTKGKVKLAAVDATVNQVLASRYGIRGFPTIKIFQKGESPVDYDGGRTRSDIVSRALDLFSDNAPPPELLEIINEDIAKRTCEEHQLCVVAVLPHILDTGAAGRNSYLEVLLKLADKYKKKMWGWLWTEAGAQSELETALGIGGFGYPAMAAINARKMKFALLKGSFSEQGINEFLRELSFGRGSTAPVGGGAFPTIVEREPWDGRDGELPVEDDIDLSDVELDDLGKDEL
ARNT TACC3 PPI: disruptors of human ARNT/TACC3 interaction; actives 0.66% (n = 390,000); inhibition, % at 9.99 µM; AlphaScreen His-ARNT PAS-B/GST-TACC3 binding, luminescence; TACC3 fragment carries E629A point mutation; AID 623870; Q9Y6A5;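 active means mean inhibition of replicates at least 50% and at least half of replicates each reaching 50%; inconclusive means half or more replicates reach 50% but mean below 50%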;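 further: 0% = complete ARNT plus TACC3 wells and 100% = ARNT alone without TACC3; many hits fall short of the cut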
CFTR F508del cor: CFTR F508del correction in bronchial cells; CFBE cells, YFP halide quenching; stimulated with forskolin plus potentiator P3; % fluorescence drop versus neutral controls; activity (quench increase), % at 7.58 µM; actives 0.36% (n = 350,000);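 active means mean added fluorescence quench of at least 8% versus neutral control, with both replicates also reaching 8%; inconclusive means only one of the mean or replicate conditions met; inactive means mean below 8% and not both replicates reaching 8%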;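 further: cells transiently co-express mutant CFTR-F508del with the halide-sensitive YFP; corrector assay measuring rescue of mutant channel to the surface after 24 h compound exposure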
INS-1E GSIS act: primary screen for activators of insulin secretion dependent on glucose, INS-1E cells, GLuc reporter luminescence; INS-1E GLuc reporter insulin secretion, 2-3 h; activation, % at 16.6 µM; actives 0.61% (n = 370,000);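 active means lowest replicate activation of at least 40%, so every replicate reaches that level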;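 further: 0% = median of neutral control wells and 100% = median of IBMX positive control wells; some compounds called inactive have numbers as strong as hits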
DENV2 CPE: DENV2-induced cell death inhibition; DENV2-infected cells, cytopathic effect rescue, plate reader; CPE inhibition, % at 9.99 µM; actives 1.7% (n = 350,000); AID 651640; in the data active means CPE inhibition above about 20%, passing the limit was not always enough; inconclusive means no clear call, values can overlap the other calls; tested in BHK-21 cells;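 further: 0% = median of neutral control wells and 100% = median of positive control wells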
* = called active by the depositor; ? = inconclusive; nt = not tested or not shown.

SMILES	Xi reactivation	PAX8 inh HTS	EWS-Fli block	ERp5 block	ARNT TACC3 PPI	CFTR F508del cor	INS-1E GSIS act	DENV2 CPE
CO[C@@H]1CN(C)C(=O)c2ccc(NC(=O)C3CC3)cc2OC[C@H](C)N(C(=O)c2cnccn2)C[C@H]1C	0.2	nt	1	-1	-9	-0.5	11	0
C[C@H](CO)N1C[C@H](C)[C@@H](CN(C)S(=O)(=O)c2cccs2)Oc2ccc(NC(=O)CCC(F)(F)F)cc2CC1=O	1.0	nt	5	10	-7	-0.4	10	?
CCN(CC)S(=O)(=O)c1ccc(NC(=S)NC(=O)C2CCC2)cc1	0.0	12	nt	5	-3	-3.8	-23	1
Cc1cc(NC(=O)c2ccco2)sc1C	0.4	-198	-81	-5	2	-2.0	30	-6
C[C@@H]1CN([C@H](C)CO)C(=O)c2cc(NC(=O)Nc3cccc4ccccc34)ccc2O[C@@H](C)CCCCO[C@@H]1CN(C)S(=O)(=O)c1cn(C)cn1	0.1	-3	-5	-4	16	0.4	4	-3
COc1ccccc1-c1ccc([C@H]2[C@@H](CO)N3CCCCN(C(=O)CN4CCOCC4)C[C@H]23)cc1	0.2	-1	-2	-2	-3	3.0	8	13
COc1ccc(S(=O)(=O)Nc2ccc3c(c2)C(=O)N([C@H](C)CO)C[C@@H](C)[C@H](CN(C)C(=O)NC2CCCCC2)OCCCC[C@@H](C)O3)cc1	0.1	14	16	1	0	0.8	-22	-1
CC(C)n1nnnc1C1c2ccccc2C(=O)N1Cc1ccccc1 (stereo not drawn)	0.2	-13	4	-2	nt	-2.7	24	7
CN(C)Cc1cn(CC[C@H]2CC[C@@H](NC(=O)Cc3cccnc3)[C@@H](CO)O2)nn1	0.3	-3	3	4	nt	-2.8	10	5
COc1ccccc1-c1cnc(C(O)c2cccc(F)c2)[nH]1 (stereo not drawn)	0.0	-72	-10	-5	nt	-1.7	nt	-4
O=C(/C=C\Nc1ccc(Cl)cn1)c1ccc(Br)cc1	-0.2	-104	-90	1	3	-1.5	-3	3
O=C(Nc1ccc(F)cc1)N1C[C@@H]2[C@H](c3ccccc31)[C@H](CO)N2C(=O)Cc1ccccn1	0.0	-18	-19	1	-9	4.1	-4	-2
COc1ccc(CN2CCC(C)(Oc3ccc(C(C)=O)cc3)C2)c2ccccc12 (stereo not drawn)	-0.1	8	-4	-11	nt	1.2	-24	18
COc1cccc(CN2CC(C(=O)NC3CCCCCC3)CCC2=O)c1 (stereo not drawn)	0.0	-22	nt	0	5	-1.2	1	1
Cc1[nH]nc(SCC(=O)NC2CCCC2)c1[N+](=O)[O-]	0.6	7	-11	2	-7	0.2	10	16
N#Cc1ccc(OCC(=O)N/N=C(\CCC(=O)O)c2cccs2)cc1	0.0	-7	8	4	-7	-0.2	-11	-4
O=S(=O)(Nc1ccc(Cl)cn1)c1ccccc1	-0.1	14	-10	6	nt	-3.6	4	nt
CCCn1c(N)c(N(CCOC)C(=O)c2cc(C)cc(C)c2)c(=O)[nH]c1=O	0.0	2	-5	2	-3	-0.3	26	2
COc1ccccc1N1CCN(C(=O)c2ccc(Cn3c(=O)[nH]c4ccsc4c3=O)cc2)CC1	-0.1	6	-2	3	22	-1.7	-12	-3
COc1ccc(NC(=O)C2CCCN(c3cnccn3)C2)cc1 (stereo not drawn)	0.1	-21	nt	2	-4	2.7	-5	8
Cc1cc(N/N=C/c2cccc(Cl)c2)nc(NCc2ccccc2)n1	0.0	34	nt	nt	5	nt	-13	nt
C[C@H]1CN([C@@H](C)CO)S(=O)(=O)c2ccc(-c3cccc(C(=O)N(C)C)c3)cc2O[C@@H]1CN(C)C	-0.1	7	3	-11	11	5.2	8	-1
CN1CCCCN2[C@H](CO)[C@H](c3ccc(-c4cccnc4)cc3)[C@@H]2C1	0.3	20	-5	1	-1	0.8	5	11
C[C@H](CO)N1C[C@H](C)[C@H](CN(C)C(=O)c2ccncc2)OCc2cn(nn2)CCCC1=O	-0.5	6	5	nt	nt	-2.0	-1	nt

Grouped by structure, those above containing two or more sulfur atoms (two)
SMILES	Xi reactivation	PAX8 inh HTS	EWS-Fli block	ERp5 block	ARNT TACC3 PPI	CFTR F508del cor	INS-1E GSIS act	DENV2 CPE
C[C@H](CO)N1C[C@H](C)[C@@H](CN(C)S(=O)(=O)c2cccs2)Oc2ccc(NC(=O)CCC(F)(F)F)cc2CC1=O	1.0	nt	5	10	-7	-0.4	10	?
CCN(CC)S(=O)(=O)c1ccc(NC(=S)NC(=O)C2CCC2)cc1	0.0	12	nt	5	-3	-3.8	-23	1

(further entries)
SMILES	Xi reactivation	PAX8 inh HTS	EWS-Fli block	ERp5 block	ARNT TACC3 PPI	CFTR F508del cor	INS-1E GSIS act	DENV2 CPE
O=C1OCCN1C(=O)[C@H]1[C@H](c2ccc([N+](=O)[O-])cc2)C(c2cccc(Cl)c2)=NN1c1ccccc1	0.0	0	-4	3	-9	-0.5	2	-1
Cc1cccc(NC(=O)c2cc(=O)c3ccccc3o2)c1	0.3	-65	-54	2	2	1.2	-11	0
Cc1ccc(C(=O)Nc2cccc(-c3cn4ccccc4n3)c2)cc1	0.0	-50	-89	3	8	-1.2	2	-7
COc1cc(/C=N/NC(=O)c2ccccc2O)ccc1OC(=O)CC1SC(=O)NC1=O (stereo not drawn)	-0.1	-30	-26	6	nt	-0.9	10	-5
Fc1cccc(CSc2nc3ccncc3[nH]2)c1	0.1	-60	-60	-2	-4	-0.2	15	10
O=C(Cn1c2ccc(F)cc2c2nc3n(c(=O)c21)CCS3)Nc1ccccc1C(F)(F)F	0.1	1	1	1	9	1.6	-8	3
COc1ccc2cc1Oc1ccc(cc1)C[C@H]1c3c(cc4c(c3Oc3cc5c(cc3OC)CCN(C)[C@@H]5C2)OCO4)CCN1C	0.0	2	16	-3	10	5.8	nt	-14
C[C@@H]1CCCCO[C@H](CN(C)S(=O)(=O)c2cn(C)cn2)[C@H](C)CN([C@@H](C)CO)C(=O)c2cc(NS(C)(=O)=O)ccc2O1	nt	nt	-11	0	-17	3.0	nt	2
CC1CCN(S(=O)(=O)c2cc(C(=O)Nc3ccccn3)ccc2Br)CC1	0.3	16	-1	0	8	-1.8	-3	2
COc1ccc(OC)c(NC(=O)COC(=O)/C=C/c2ccc(Cl)cc2)c1	-0.1	8	nt	nt	-3	nt	8	nt
C=CCNC(=O)C1CC1(c1ccc(C)cc1)c1ccc(C)cc1 (stereo not drawn)	0.1	11	8	4	3	-1.7	-35	-4
COC(=O)C1=C(C)N(Cc2ccccc2)C(=S)N[C@H]1c1cccc(C(F)(F)F)c1	0.1	-12	-24	2	1	-3.2	-29	-16
COc1ccc(CN2CSC(=S)N(Cc3ccc(OC)cc3)C2)cc1	0.1	7	5	nt	0	-2.3	nt	-4
N#C/C(=C/Nc1ccccc1C(=O)O)C(N)=O	0.0	15	-3	0	15	2.0	22	-2
CC(C)Nc1nc(NCCN2CCCC2)c2sc(-c3ccccc3)cc2n1	0.1	-15	-18	2	nt	1.2	-4	-10
O=C(Nc1cccc(F)c1)N1CC(=O)N2[C@H](C1)[C@H](c1ccc(C#Cc3cccnc3)cc1)[C@@H]2CO	0.0	nt	nt	4	nt	-6.1	-18	-11
Cc1noc(C)c1NC(=O)N(C)C[C@@H]1Oc2c(NC(=O)C3CCOCC3)cccc2C(=O)N([C@H](C)CO)C[C@@H]1C	-0.2	nt	-7	3	-12	-1.1	6	2
CN(C(=O)CN1C(=O)c2ccc([N+](=O)[O-])cc2C1=O)C1CCCCC1	0.0	-13	-2	-1	-9	-2.1	nt	3
CC(C(=O)Nc1cccnc1)c1ccc([N+](=O)[O-])cc1 (stereo not drawn)	0.2	-13	3	-3	nt	nt	2	12
Cc1ccc(NC(=O)C(OC(=O)c2ccc(NC(N)=O)cc2)c2ccccc2)cc1Cl (stereo not drawn)	-0.1	-7	-17	0	7	nt	-12	nt
C[C@H]1CN([C@@H](C)CO)C(=O)c2cc(NC(=O)C3CC3)ccc2O[C@H]1CN(C)Cc1ccc(Oc2ccccc2)cc1	0.5	-6	5	1	0	-2.2	-3	-1
O=C(NCc1ccccn1)C1CCN(C(=O)c2cc3sccc3n2Cc2ccc(F)cc2)CC1	0.1	12	4	0	11	2.7	-6	-14
CCn1ncc(C(=O)Nc2ccc([N+](=O)[O-])cc2OC)c1C	0.0	3	-9	nt	2	0.3	nt	0
Cc1cccc(C(=O)NC(=S)Nc2ccc3[nH]c(=O)[nH]c3c2)c1	0.1	15	8	-3	1	2.0	14	-3
CCN1CCN(S(=O)(=O)c2ccc(Cl)c(C(=O)Nc3ccccc3N3CCOCC3)c2)CC1	0.2	-3	5	-4	0	-2.9	-1	-5
Cc1ccc(S(=O)(=O)Nc2ccc3c(c2)CC(=O)N([C@@H](C)CO)C[C@@H](C)[C@@H](CN(C)Cc2ccc(Cl)c(Cl)c2)O3)cc1	-0.5	-1	15	-4	16	11*	-9	-4
CC(=O)NC(C)(c1ccccc1)c1nc(-c2cccc3cccnc23)cs1 (stereo not drawn)	0.0	-1	-3	0	nt	-1.8	nt	7
CC(=O)Nc1cccc(C(=O)OCC(=O)Nc2c(C)nn(-c3ccccc3)c2C)c1	0.0	-2	-4	1	-5	-1.0	16	0
COc1ccc(N(CC(=O)N2CCN(c3ccccc3)CC2)S(=O)(=O)c2ccc(C)cc2)cc1	0.0	-7	nt	0	2	1.3	-17	9
C[C@@H]1CCCCO[C@@H](CN(C)C(=O)c2ccncc2)[C@H](C)CN([C@@H](C)CO)C(=O)c2cc(NC(=O)c3ccccc3)ccc2O1	0.0	1	nt	-3	-6	0.0	21	1
CCCN(CC(=O)Nc1ccccc1C)C(=O)c1ccc(C(=O)c2ccccc2)cc1	0.0	18	-6	5	-22	-1.2	-10	0
CO[C@@H]1CN(C)C(=O)c2ccc(NC(=O)C3CC3)cc2OC[C@H](C)N(Cc2ccc(F)cc2)C[C@@H]1C	-0.7	8	5	1	-11	-2.9	-16	-8
c1ccc(C2CCC(N3CCNCC3)CC2)cc1 (stereo not drawn)	0.0	5	11	5	-6	1.6	-12	-8
Cc1cccc(NC(=O)C2CCN(S(=O)(=O)c3ccc4c(c3)NC(=O)CO4)CC2)c1	-0.1	-13	nt	nt	-3	-2.8	-25	12
O=C(NCc1cc2ccccc2[nH]1)C1CCC(=O)N(CC2CCCCC2)C1 (stereo not drawn)	1.1	28	-12	6	nt	-2.4	6	10
Cc1ccc(C(=O)NCC(=O)OCC(=O)NC2CCS(=O)(=O)C2)cc1C (stereo not drawn)	0.3	10	1	4	-3	nt	-1	-3
CC1(c2ccccc2)CCC(=O)NC1 (stereo not drawn)	-0.1	8	8	1	-8	4.7	-7	-1
Cc1cc(CNC[C@H]2O[C@@H](n3ccc(N)nc3=O)[C@H](O)[C@@H]2O)no1	-0.1	-25	-16	-2	nt	-2.3	13	3
COc1cc(-c2cc3nc(NC4CCCCC4)ccn3n2)cc(OC)c1OC	0.3	15	15	-1	nt	-3.7	8	18
O=C(C[C@H]1CC[C@@H]2[C@H](COC[C@@H](O)CN2C(=O)Nc2ccc(F)cc2)O1)NC1Cc2ccccc2C1	0.0	11	-8	-7	10	-3.9	-2	13
CCOc1ccc(CN(C)C(=O)CNC(=O)c2ccccc2)cc1	0.0	4	6	3	1	-0.7	-1	-3
CC(=O)OCC(=O)[C@@]1(O)CC[C@H]2[C@@H]3CCC4=CC(=O)C=C[C@]4(C)[C@@]3(Cl)[C@@H](Cl)C[C@@]21C	0.2	-1	-4	0	-4	6.0	-9	-5
